Screening data from PubChem.
All columns: NCI-60 one-dose screen, growth in % after 48 h at 10 µM unless noted; 100 = growth as untreated, 0 = no growth, -100 = all killed.
MALME-3M – MALME-3M melanoma. AID 1794766. actives 5.8% (n = 78,000)
BT-549 – BT-549 breast cancer. actives 4.4% (n = 78,000). AID 1794793
T-47D – T-47D breast cancer. actives 5% (n = 79,000)
HS 578T – HS 578T breast cancer; actives 4.1% (n = 78,000); AID 1794788
UACC-257 – UACC-257 melanoma; actives 4.4% (n = 78,000); AID 1794764
LOX IMVI – LOX IMVI melanoma; actives 7.4% (n = 79,000)
SK-MEL-2 – SK-MEL-2 melanoma; actives 4.7% (n = 77,000); AID 1794763
UACC-62 – UACC-62 melanoma; actives 5.4% (n = 81,000); AID 1794756
* hit, by the source's call; . = no result given; & = joins results of further samples. Rule for the calls: active = growth percent below 10; inactive = the rest.

1. O=C1C=CC2(NN=C(c3ccccc3)N2c2ccccc2)c2cccc(O)c21 (configuration not stated)
2. Cc1nc(SCC(=O)c2ccc(Cl)cc2)n(Nc2ccccc2)c1C
3. COC(=O)/C=C(/C(=O)OC)c1c[nH]c2ccccc12
4. NCc1nnnn1-c1cccc(Br)c1
5. O=S(=O)(Nc1ccc(NS(=O)(=O)c2ccccc2)cc1)c1ccccc1
6. O/N=C\c1cc(-c2cccc3ccccc23)on1
7. Nc1cc2ccccc2c(=O)n1NC(=O)c1ccc(Br)cc1
8. COC(=O)C1(NC(=O)CNC(=O)OCc2ccccc2)CCCC1
9. CC1=CC2C(=O)c3c([nH]c4ccccc34)NC2C=C1 (configuration not stated)
10. CCOC(=O)c1ccc2c(c1)nc(NC(=O)c1ccc(Cl)cc1)n2CCCOC(C)C
assay / entry,1,2,3,4,5,6,7,8,9,10
LOX IMVI,-5.9*,101,96,95,91,95,84,97,94,81
UACC-257,3.1*,98,85,92,84,97,104,106,107,91
HS 578T,.,97,97,103,105,96,102,131,101,86
T-47D,79,80,95,101,91,72,95,113,90,68
UACC-62,-50*,90,95,100,80,93,81,92,98,70
SK-MEL-2,.,91,94,101,107,.,108,102,112,75
BT-549,41,105,.,102,.,.,136,99,100,103
MALME-3M,12,97,111,109,101,91,90,.,104,91

11. CCN(CC)CC(=O)Sc1nc(-c2ccco2)cc(-c2ccc(Cl)cc2Cl)n1
12. Oc1c(Cl)cc(Cl)c2cccnc12
13. O=C(c1nc(=S)[nH][nH]1)c1cnc2n(c1=O)CCCCC2
14. Cc1ccccc1Nc1ncnc2nc[nH]c12
15. CCCCC(O)Cn1ncc(C(=O)N/N=C\c2ccc(OC(F)F)c(Oc3ccccc3)c2)c1N (configuration not stated)
16. COC(=O)CN/C(CCCO)=C(/C#N)c1nc2ccccc2c(=O)[nH]1
17. COC(=O)c1sc(-c2ccccc2)cc1O
18. Cc1nc2ncccc2nc1Nc1ccccc1
19. CN1C(=O)C(=Cc2cn(Cc3cccc4ccccc34)c3ccccc23)C(=O)N(C)C1=O
20. Clc1ccc2c(NCCCNC3CCCCC3)ccnc2c1
assay / entry,11,12,13,14,15,16,17,18,19,20
LOX IMVI,95,39&32,96,96,83,104,105,83,79,97
UACC-257,107,82,107,113,72,.,100,109,96,107
HS 578T,100,52&73,100,107,80,122,96,100,83,108
T-47D,84,43&52,103,103,44,105,98,85,81,108
UACC-62,101,49&58,96,108,77,100,96,87,77,111
SK-MEL-2,118,60&80,97,114,84,58,109,86,109,107
BT-549,111,40&53,101,102,60,138,113,65,90,107
MALME-3M,102,91&74,111,122,102,128,97,108,80,116

15 compounds from above, arranged by count of non-hydrogen atoms, smallest number first.
12. Oc1c(Cl)cc(Cl)c2cccnc12
4. NCc1nnnn1-c1cccc(Br)c1
17. COC(=O)c1sc(-c2ccccc2)cc1O
14. Cc1ccccc1Nc1ncnc2nc[nH]c12
6. O/N=C\c1cc(-c2cccc3ccccc23)on1
3. COC(=O)/C=C(/C(=O)OC)c1c[nH]c2ccccc12
13. O=C(c1nc(=S)[nH][nH]1)c1cnc2n(c1=O)CCCCC2
7. Nc1cc2ccccc2c(=O)n1NC(=O)c1ccc(Br)cc1
8. COC(=O)C1(NC(=O)CNC(=O)OCc2ccccc2)CCCC1
16. COC(=O)CN/C(CCCO)=C(/C#N)c1nc2ccccc2c(=O)[nH]1
5. O=S(=O)(Nc1ccc(NS(=O)(=O)c2ccccc2)cc1)c1ccccc1
11. CCN(CC)CC(=O)Sc1nc(-c2ccco2)cc(-c2ccc(Cl)cc2Cl)n1
assay / entry,12,4,17,14,6,3,13,7,8,16,5,11
LOX IMVI,39&32,95,105,96,95,96,96,84,97,104,91,95
UACC-257,82,92,100,113,97,85,107,104,106,.,84,107
HS 578T,52&73,103,96,107,96,97,100,102,131,122,105,100
T-47D,43&52,101,98,103,72,95,103,95,113,105,91,84
UACC-62,49&58,100,96,108,93,95,96,81,92,100,80,101
SK-MEL-2,60&80,101,109,114,.,94,97,108,102,58,107,118
BT-549,40&53,102,113,102,.,.,101,136,99,138,.,111
MALME-3M,91&74,109,97,122,91,111,111,90,.,128,101,102

10. CCOC(=O)c1ccc2c(c1)nc(NC(=O)c1ccc(Cl)cc1)n2CCCOC(C)C
19. CN1C(=O)C(=Cc2cn(Cc3cccc4ccccc34)c3ccccc23)C(=O)N(C)C1=O
15. CCCCC(O)Cn1ncc(C(=O)N/N=C\c2ccc(OC(F)F)c(Oc3ccccc3)c2)c1N (configuration not stated)
assay / entry,10,19,15
LOX IMVI,81,79,83
UACC-257,91,96,72
HS 578T,86,83,80
T-47D,68,81,44
UACC-62,70,77,77
SK-MEL-2,75,109,84
BT-549,103,90,60
MALME-3M,91,80,102

2 consecutive compounds already listed, quoted:
19. CN1C(=O)C(=Cc2cn(Cc3cccc4ccccc34)c3ccccc23)C(=O)N(C)C1=O
20. Clc1ccc2c(NCCCNC3CCCCC3)ccnc2c1
assay / entry,19,20
LOX IMVI,79,97
UACC-257,96,107
HS 578T,83,108
T-47D,81,108
UACC-62,77,111
SK-MEL-2,109,107
BT-549,90,107
MALME-3M,80,116

(more compounds)
21. N#C/C(=C\c1c(-c2ccccc2)[nH]c2ccccc12)C(=O)Nc1ccc(Cl)cc1
22. O=c1[nH][n+](-c2no[n+]([O-])c2-c2cccc(F)c2)no1
23. COc1cc(C2=NN(C=O)C(c3cccc(Nc4ccnc5cc(C(F)(F)F)ccc45)c3)C2)cc(OC)c1OC (configuration not stated)
24. COCCOCCOCc1n(Cc2ccc3ccccc3c2)c2ccccc2[n+]1Cc1ccc2ccccc2c1
25. NCc1ccncc1
26. COc1ccc(OC)c(/C=C/C(=O)c2ccc(NC(=O)COc3cccc4cccnc34)cc2)c1
27. O=S(OCCN1CCOCC1)C(c1ccccc1)c1ccccc1 (configuration not stated)
28. CC(=O)Nc1cccc(NC(C)=O)c1
29. COc1cc(C2C(C#N)=C(N)N(c3ccc(F)cc3F)C3=C2C(=O)CC(C)(C)C3)cc(Br)c1O (configuration not stated)
30. C=CCn1cnc2c(=S)nc[nH]c21
assay / entry,21,22,23,24,25,26,27,28,29,30
LOX IMVI,87,95,43,-27*,105,29,102,99&112,106,108
UACC-257,102,118,81,-13*,103,102,105,112&102,90,123
HS 578T,104,104,88,40,133,101,.,110&113,90,98
T-47D,26,101,44,-3.4*,111,88,100,98&94,97,109
UACC-62,74,91,75,-30*,109,87,118,95&104,87,106
SK-MEL-2,98,103,71,-19*,132,100,107,127&128,96,103
BT-549,98,107,56,1.4*,98,79,108,113&96,101,102
MALME-3M,89,101,86,-18*,104,96,129,103&106,90,114

31. CC(=O)c1ccc(NCn2nc(-c3ccc(Cl)cc3)oc2=S)cc1
32. N/C(=N\c1nc2ccccc2s1)NC(=O)NC(c1ccccc1)c1ccccc1
33. OC(CN1CCCC2CCCCC21)c1cc2ccccc2c2ccccc12 (configuration not stated)
34. COc1cc(-c2[nH]c(=S)[nH]c(=O)c2C#N)cc(OC)c1OC
35. CC1CCc2c(sc3nc(SCC(=O)N/N=C/c4ccc(Cl)cc4)n(-c4ccccc4)c(=O)c23)C1 (configuration not stated)
36. N#Cc1c(-c2ccc(F)cc2)nc(N=Nc2c(O)[nH]c3ccc(Br)cc23)[nH]c1=O
37. CN1CCN(c2ccc(/C=C/C(=O)c3cc4ccccc4oc3=O)cc2)CC1
38. COc1ccccc1S(=O)(=O)Nc1ccc2c3c(cc(-c4cnn(C)c4)nc13)C(=O)N2C
39. c1cc2c(ccc3[nH]c(-c4ccc5[nH]ncc5c4)c4c(c32)CCCC4)n1
40. NS(=O)(=O)c1ccc(C(=O)N2N=C(c3ccccc3)CC2c2ccc(F)cc2)cc1 (configuration not stated)
assay / entry,31,32,33,34,35,36,37,38,39,40
LOX IMVI,90,79,-20*,105,84,97,87,10,62,97
UACC-257,93,93,23,101,102,100,99,45,75,100
HS 578T,96,92,26,106,82,94,93,24,76,81
T-47D,80,58,15,95,103,98,100,35,39,88
UACC-62,93,68,.,111,93,96,83,18,55,92
SK-MEL-2,99,97,43,99,.,97,106,47,84,99
BT-549,99,98,46,96,100,105,79,63,53,102
MALME-3M,114,107,18,.,99,91,86,51,36,87

41. O=[N+]([O-])c1ccc(/C=C/c2ccccc2)cc1
42. CC1=NN(c2ccccc2)C(=O)C1N=Nc1cc(Cl)cc(S(=O)(=O)O)c1O (configuration not stated)
43. O=c1[nH]c(N2CCOCC2)nc2sc3c(c12)CCCC3
44. CCOC(=O)C1=C(c2ccccc2)N=c2s/c(=C/c3ccc(Br)cc3)c(=O)n2C1c1ccc(Br)cc1 (configuration not stated)
45. CCN(CC)Cc1cc(NC(C)=O)ccc1O
46. C/C(=N\Nc1ccc(Cl)cn1)c1ccccn1
47. C[C@H]1CCC/C=C/[C@@H]2CCC[C@H]2[C@H](O)/C=C/C(=O)N1
48. O=Cc1ccc(N=Nc2ccc(C=O)c(S(=O)(=O)O)c2)cc1S(=O)(=O)O
49. O=C1C(=O)N(c2ccc(Cl)cc2)C(=O)C(=O)C1c1nc2ccccc2s1
50. Nc1nccc(N2CCCC(CO)(CCCc3ccccc3)C2)n1 (configuration not stated)
assay / entry,41,42,43,44,45,46,47,48,49,50
LOX IMVI,107,63,102,97,97,1.5*,99,97,87,90
UACC-257,108,102,86,93,93,-11*,114,102,109,96
HS 578T,116,72,.,86,91,35,100,114,105,83
T-47D,89,100,101,72,109,.,100,97,85,82
UACC-62,100,92,103,75,94,-28*,101,108,104,88
SK-MEL-2,95,107,.,102,93,28,90,97,111,102
BT-549,93,74,102,98,110,9.5*,115,.,117,98
MALME-3M,107,94,92,89,89,2.8*,107,102,81,103

51. O=C1C2CC3N1CCC31c3ccccc3-n3c1c2ccc3=O (configuration not stated)
52. COc1ccc(-n2nc(C(=O)Nc3cc(OC)c(OC)c(OC)c3)nc2-c2cc(OC)c(OC)c(OC)c2)cc1
53. CCOC(=O)N/N=C/C=C/c1ccc(N(C)C)cc1
54. CN1CCN(C(=O)/C=C/c2ccc([N+](=O)[O-])o2)CC1
55. O=c1c2sc3ncccc3c2nnn1-c1cccc(Cl)c1
56. COc1cc(/C=N/NC(=O)CN2CCN(c3cc4c(cc3F)c(=O)c(C(=O)O)cn4C3CC3)CC2)cc(OC)c1OC
57. Cc1cn(-c2cc(C(=O)NCCNc3nccc(-c4c(-c5ccc(F)cc5)nc5sccn45)n3)cc(C(F)(F)F)c2)cn1
58. CC(=O)C1CC2C=CC1CC2 (configuration not stated)
59. Cc1ccc(S(=O)(=O)CC(=O)c2cc3cc(Br)ccc3oc2=O)cc1
60. CN(C)c1ccc(/C=C/C=C2\c3ccccc3-c3ccc([N+](=O)[O-])cc32)cc1
assay / entry,51,52,53,54,55,56,57,58,59,60
LOX IMVI,96,87,98,67,102,93,101,94,97,96
UACC-257,105,.,95,1.9*,97,101,110,99,96,.
HS 578T,92,85,.,69,75,105,128,101,87,118
T-47D,98,72,126,110,91,83,83,96,96,73
UACC-62,98,79,94,70,102,94,90,110,81,81
SK-MEL-2,95,102,113,60,129,87,.,97,103,102
BT-549,113,89,111,105,114,98,.,104,89,107
MALME-3M,96,109,95,23,93,100,133,89,100,135

61. Cc1cccc(Cc2cnc(NC(=O)/C=C/c3ccco3)s2)c1
62. O=c1[nH]c(NCCS(=O)(=O)O)nc2sc3c(c12)CCCC3
63. CC(=O)[C@H]1CC[C@H]2[C@@H]3CCC4=CC(=O)CC[C@]4(C)[C@@]3(F)[C@@H](O)C[C@]12C
64. CCOC(=O)C(C#N)N=O (configuration not stated)
65. Cc1ccccc1C(=O)c1ccccc1C(=O)c1ccccc1
66. CCOC(=O)c1nnn(-c2ccn(C)n2)c1C
67. Clc1cccc(Cl)c1COc1ccc(Nc2ncnc3onc(-c4ccccc4)c23)cc1
68. O=C1/C(=C/c2ccc(Cl)cc2)CCC/C1=C\c1ccc(Cl)cc1
69. NC(=O)c1c(NC(=O)COC(=O)c2ccccc2F)sc2c1CCC2
70. COc1ccc(OC)c(N(CCN2C(=O)c3ccccc3C2=O)C(=O)CCl)c1
assay / entry,61,62,63,64,65,66,67,68,69,70
LOX IMVI,19,97,103&97,40,89,101,72,-68*,93,-12*
UACC-257,41,90,96&91,125,98,95,76,82,113,83
HS 578T,15,89,97&115,.,109,104,74,.,79,53
T-47D,37,83,86&96,100,95,79,72,80,104,95
UACC-62,28,91,92&84,108,86,102,61,80,95,70
SK-MEL-2,31,101,112&95,.,99,107,93,117,108,72
BT-549,26,111,77&99,94,107,99,76,97,.,92
MALME-3M,55,102,94,92,110,101,64,90,.,-36*

71. NCC1CCC(C(=O)O)CC1 (configuration not stated)
72. CCOC(=O)C(Cc1cccc(F)c1)C(=O)OCC
73. CC(C)c1cc(C(C)C)n2nc(N)nc2n1
74. Nc1ccccc1-c1cc2c(c3c1[nH]c1ccccc13)CCC2
75. O=C(O)c1ccc([N+](=O)[O-])o1
76. C=CCOC(=O)C1=C(C)NC2=C(C(=O)CCC2)C1c1cc(OC)ccc1OC (configuration not stated)
assay / entry,71,72,73,74,75,76
LOX IMVI,98&103,102,100,86,94,104
UACC-257,122&118,96,89,117,103,88
HS 578T,114&121,99,101,99,142,81
T-47D,91&103,89,89,67,.,84
UACC-62,98&105,100,103,86,111,81
SK-MEL-2,94&98,104,123,100,107,92
BT-549,96&108,110,.,90,108,104
MALME-3M,77,106,148,110,103,98
